PAD4 inh = human PAD4 inhibitors, primary screen, biochemical, fluorescence polarization, 1536-well format; 0.41% of 330,000 active; inhibition, % at 6.36 µM; AID 485272, 2010; recombinant PAD4, RCA probe fluorescence polarization; Protein-arginine deiminase type-4 (Homo sapiens), Q9UM07;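 active = percent inhibition above a cutoff equal to the mean of all tested compounds plus 3 SD, cut at about 15% in these data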;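 note: 0% = PAD4 with RCA probe and DMSO and 100% = probe without PAD4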
LYPLA1 counter = LYPLA1 inhibitors, primary screen, counter-screen for PME1 inhibitor project, biochemical, fluorescence polarization, FP-Rh probe ABPP. Acyl-protein thioesterase 1 (Homo sapiens), O75608. recombinant LYPLA1. inhibition, % at 5.9 µM. 0.16% of 320,000 active. AID 2174, 2009;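 active = inhibition above the mean of all tested compounds plus 3 SD, set per campaign, cut at about 14% in these data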;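 note: inhibitors block serine hydrolase probe labeling of LYPLA1 so polarization falls; 0% = enzyme with DMSO and 100% = wells lacking LYPLA1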
pPAFAH FP inh = pPAFAH enzyme inhibitors, primary screen, biochemical, fluorescence polarization, human. 1.5% of 330,000 active. Platelet-activating factor acetylhydrolase (Homo sapiens), Q13093. inhibition, % at 3.39 µM. recombinant pPAFAH, FP-rhodamine probe fluorescence polarization. AID 463082, 2010;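 active = inhibition above the mean inhibition across the screen plus 3 SD, cut at about 25% in these data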;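 note: inhibitors block binding of the rhodamine activity-based probe so polarization drops; 0% = enzyme with DMSO and 100% = wells lacking pPAFAH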
PME-1 primary = PME-1 inhibitors via competitive probe labeling, primary screen, biochemical, fluorescence polarization, FP-Rh probe, HTS; Protein phosphatase methylesterase 1 (Homo sapiens), Q9Y570; recombinant PME-1; inhibition, % at 5.9 µM; 0.53% of 320,000 active;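 active = inhibition above the campaign mean of all compounds plus 3 SD, cut at about 26% in these data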;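 note: competitive labeling of PME-1 active site by serine hydrolase directed probe; 0% = PME-1 with DMSO and 100% = wells lacking PME-1 enzyme; inhibitors block probe labeling so polarization falls and inhibition rises; many of its hits are not listed in these tables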
PAFAH1B2 inh = PAFAH1B2 enzyme inhibitors, primary screen, biochemical, fluorescence polarization, human; Platelet-activating factor acetylhydrolase IB subunit alpha2 (Homo sapiens), P68402; recombinant PAFAH1B2, FP-rhodamine activity probe; inhibition, % at 3.39 µM; 1.2% of 340,000 active;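 active = inhibition above the mean of all tested compounds plus 3 SD, cut at about 24% in these data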;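 note: 0% = enzyme with DMSO and 100% = wells lacking PAFAH1B2; many of its hits are not listed in these tables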
Target sequence (P68402 whole entry, looked up): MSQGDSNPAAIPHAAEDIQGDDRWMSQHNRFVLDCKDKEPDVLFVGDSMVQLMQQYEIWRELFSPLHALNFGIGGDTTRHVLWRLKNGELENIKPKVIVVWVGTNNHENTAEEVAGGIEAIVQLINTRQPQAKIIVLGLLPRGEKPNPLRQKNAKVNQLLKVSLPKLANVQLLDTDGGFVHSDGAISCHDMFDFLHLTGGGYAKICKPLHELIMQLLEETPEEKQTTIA
GSTO1 counter = inhibitors of recombinant GSTO1, primary screen, counter-screen for RBBP9 inhibitor project, biochemical, fluorescence polarization | Glutathione S-transferase omega-1 (Homo sapiens), P78417 | activity-based probe fluorescence polarization | inhibition, % at 5.96 µM | 1.1% of 300,000 active;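 active = inhibition above the campaign mean inhibition plus 3 SD, cut at about 35% in these data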;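 note: 0% = GSTO1-1 with DMSO and 100% = wells lacking GSTO1-1 enzyme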
PREPL inhibitor = PREPL enzyme inhibitors, primary screen, biochemical, fluorescence polarization; recombinant PREPL, fluorescence polarization activity-based probe; Prolyl endopeptidase-like (Homo sapiens), Q4J6C6; inhibition, % at 5.96 µM; 0.68% of 320,000 active; in the data active = inhibition above about 43%;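 note: 0% = enzyme with DMSO and 100% = wells lacking enzyme; many of its hits are not listed in these tables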
Target sequence (Q4J6C6 whole entry, looked up): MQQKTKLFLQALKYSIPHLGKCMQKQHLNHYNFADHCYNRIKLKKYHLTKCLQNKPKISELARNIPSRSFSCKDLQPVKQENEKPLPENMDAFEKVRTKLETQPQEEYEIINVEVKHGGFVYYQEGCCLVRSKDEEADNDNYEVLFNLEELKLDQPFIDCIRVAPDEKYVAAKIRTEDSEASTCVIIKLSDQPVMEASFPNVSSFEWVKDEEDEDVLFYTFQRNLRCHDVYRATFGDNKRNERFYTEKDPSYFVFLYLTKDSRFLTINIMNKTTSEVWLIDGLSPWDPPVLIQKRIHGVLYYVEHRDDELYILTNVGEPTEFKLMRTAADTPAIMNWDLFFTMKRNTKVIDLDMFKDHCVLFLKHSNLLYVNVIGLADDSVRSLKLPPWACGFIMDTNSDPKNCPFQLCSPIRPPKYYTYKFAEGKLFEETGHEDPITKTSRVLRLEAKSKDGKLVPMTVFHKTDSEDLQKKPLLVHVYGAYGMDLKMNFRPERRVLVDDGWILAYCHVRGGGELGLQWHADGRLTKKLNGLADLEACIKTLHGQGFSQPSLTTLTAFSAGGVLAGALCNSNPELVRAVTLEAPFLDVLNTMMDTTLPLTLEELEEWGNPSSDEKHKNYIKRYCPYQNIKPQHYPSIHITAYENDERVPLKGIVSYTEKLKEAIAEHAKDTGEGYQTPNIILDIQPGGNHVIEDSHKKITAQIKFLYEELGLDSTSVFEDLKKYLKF
PAFAH1B3 inh = PAFAH1B3 enzyme inhibitors, primary screen, biochemical, fluorescence polarization, human; Platelet-activating factor acetylhydrolase IB subunit alpha1 (Homo sapiens), Q15102; recombinant PAFAH1B3, FP-rhodamine probe; inhibition, % at 3.39 µM; 0.28% of 340,000 active;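 active = inhibition above the screen-wide average of all tested compounds plus 3 SD, cut at about 25% in these data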;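 note: 0% = enzyme with DMSO only and 100% = wells lacking PAFAH1B3 protein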
LYPLA2 counter = LYPLA2 inhibitors, primary screen, counter-screen for PME1 inhibitor project, biochemical, fluorescence polarization, FP-Rh probe ABPP; inhibition, % at 5.9 µM; 0.38% of 320,000 active; Acyl-protein thioesterase 2 (Homo sapiens), O95372; recombinant LYPLA2;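 active = inhibition above the screen-wide mean plus 3 SD, limit set per campaign, cut at about 26% in these data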;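 note: 0% = LYPLA2 with DMSO and 100% = wells lacking LYPLA2 enzyme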
* hit, by the source's call; . = no result given. Only part of the results is shown; the hit share may differ from the screen's.

nr	molecule	PAD4 inh	LYPLA1 counter	pPAFAH FP inh	PME-1 primary	PAFAH1B2 inh	GSTO1 counter	PREPL inhibitor	PAFAH1B3 inh	LYPLA2 counter
1	O=C(Cc1cccc2ccccc12)Nc1ccc(O)cc1C(=O)O	-2	2	5	1	8	-12	-9	5	3
2	COc1ccc(Cc2nnc(NC(=O)c3ccccc3F)s2)cc1OC	0	1	3	-2	2	-9	-8	8	5
3	CCN(c1nc(N)c(C(=O)N=C(N)N)nc1Cl)C(C)C	-1	-2	1	1	5	9	-26	14	-3
4	COc1ccc(CN2CCNC(=O)C2CC(=O)N(C)Cc2nccn2C)cc1OC (configuration not stated)	-7	1	-6	-4	3	3	7	3	-1
5	CCc1nnc(N/N=C/c2ccccc2F)n1N	43*	-2	3	-4	3	12	14	10	-1
6	CC(C)c1ccc(NC2=NCC(=O)N2Cc2cccs2)cc1	0	-2	-1	-1	-4	-2	6	6	34*
7	O=C(NCC(c1ccco1)N1CCOCC1)c1ccccc1 (configuration not stated)	1	2	8	3	0	14	1	9	0
8	Clc1cccc(Oc2cnc3ccccc3n2)c1	0	-5	1	3	2	1	-8	4	-3
9	Cc1cc(Cl)c(S(=O)(=O)Nc2ccc3c(c2)OCO3)cc1OCC(=O)NC1CCCCC1	0	3	1	5	19	8	-8	12	3
10	CSc1nc(N)c(C(=O)NC2CCCCC2)s1	-4	1	7	-3	-6	2	7	-3	7
11	C#CC[N+](CC)(CC)CC#Cc1cccc(Cl)c1	3	6	1	6	1	-7	6	0	10
12	CCN(CC)CCCNc1nc(N)c([N+](=O)[O-])c(NCCO)n1	2	1	3	-6	7	-1	0	8	7
13	CCOC(=O)C1=CN(Cc2ccco2)S(=O)(=O)N(C)C1c1ccc(C(F)(F)F)cc1 (configuration not stated)	3	.	7	.	1	.	.	8	.
14	Cn1c(=O)cc(SCC(=O)Nc2cccnc2)c2ccccc21	4	4	0	3	2	-1	13	3	0
15	CCc1ccc(/C=N/NC(=O)c2cc(-c3ccccc3OC)nc3ccccc23)s1	1	-9	-1	-8	0	-8	8	6	-26
16	COc1ccccc1CNC(=O)C(=O)NCCC1CCCCN1S(=O)(=O)c1ccc(C)cc1 (configuration not stated)	-1	2	7	-6	6	6	-2	-3	-3
17	Cc1cc(NC(=O)c2ccccc2F)n(-c2nc3ccccc3[nH]2)n1	3	-7	0	-10	5	-21	4	2	2
18	Cn1c(CO)cnc1S(=O)(=O)Cc1c(Cl)cccc1Cl	2	-7	1	-3	0	5	8	10	-9
19	O=C(CNC(=O)c1ccc(F)cc1)c1ccccc1	1	-1	-3	-1	4	5	-2	7	-2
20	COC(=O)C(C)Oc1ccc(-c2nccc(-c3ccccn3)n2)cc1 (configuration not stated)	-2	4	1	2	4	-2	-3	-3	1
21	CCOc1ccc(NC(=O)CCC(=O)NNC(=O)c2ccco2)cc1	3	2	0	-2	5	1	-5	3	3
22	CC1CN(C(=O)c2ccc(Cl)c(S(=O)(=O)NCc3ccco3)c2)CC(C)O1 (configuration not stated)	-2	1	3	7	-2	.	3	-6	5
23	Cc1ccc(C)c(OCCn2cc(/C=C(/C#N)C(=O)NCC3CCCO3)c3ccccc32)c1 (configuration not stated)	-5	-17	3	-20	0	-2	-4	-10	-28
24	N#CCc1c(C#N)c(N)nc(N2CCN(C=O)CC2)c1C#N	-10	5	3	-12	1	-7	9	0	-4
25	O=C(Cc1ccccc1Cl)Nc1ccc(S(=O)(=O)Nc2nccs2)cc1	-4	-3	1	9	5	-2	-1	6	6
26	CCn1c(C(C)NC(C)=O)nc2ccccc21 (configuration not stated)	0	0	4	3	6	-3	-1	-7	2
27	Cc1ccnc(NC(=O)C2CCC(CNc3c(N4CCCC4)c(=O)c3=O)CC2)c1 (configuration not stated)	0	4	3	-1	5	-1	10	12	4
28	O=C(O)CCCC(=O)Nc1ccc(N=Nc2ccccc2)cc1	-5	-1	3	0	3	3	-1	9	5
29	CSc1nc(-c2ccc(Cl)cc2Cl)[nH]c(=O)c1C#N	-1	-4	3	-2	-1	-5	6	2	6
30	O=C(CC1C(=O)NCCN1CC1CCCCC1)NCc1ccc(F)cc1 (configuration not stated)	-6	-4	-5	-6	7	-1	-11	4	-10
31	CCN1CCN(Cc2c(O)ccc3c2O/C(=C\c2ccc(C)cc2)C3=O)CC1	-3	3	4	2	-1	3	3	1	3
32	Nc1nnc(CCOc2ccc(Cl)cc2)s1	-1	1	-4	-8	6	7	9	9	1
33	O=C(Nc1cccc(Cl)c1)C1CCN(C(=O)c2cccs2)CC1	-1	3	-3	-5	6	1	0	4	-2
34	COc1ccc(CCCc2nnc(SCc3nc4ccccc4c(=O)[nH]3)n2C)cc1	3	2	1	4	19	-1	15	3	7
35	S=C(Nc1ccccc1)N1CCc2ccccc21	-2	1	-1	2	6	1	-1	5	5
36	Cc1ccc(OCCNC(=O)c2cncc(Br)c2)cc1C	1	0	-3	1	4	13	5	6	3
37	CCOc1ccc(-c2nc(CN3CCCCC3CCn3cccn3)c(C)o2)cc1 (configuration not stated)	-4	3	3	-6	0	0	8	4	4
38	COC(=O)C1Cc2c([nH]c3ccccc23)C(C(C)C)N1 (configuration not stated)	1	0	7	1	4	-7	-1	11	4
39	CCc1cccc(NC(=O)CN(C)S(=O)(=O)c2cccc3cccnc23)c1	3	5	-2	10	1	18	3	-4	4
40	Cc1ccccc1N1CCN(C(=O)c2cc(C3CC3)nn2-c2ccccc2)CC1	4	0	10	6	3	.	6	-1	0
41	Brc1cccc(-c2cnco2)c1	2	1	-9	-6	1	4	-6	1	-3
42	CCCCNC(=O)c1onc(CSc2ccc(F)c(F)c2)c1C(=O)NCCCC	0	-3	5	-6	-4	-8	4	0	-1
43	O=C(COc1coc(CN2CCc3ccccc3C2)cc1=O)N1CCOCC1	0	-1	2	-3	4	8	2	6	3
44	O=C(O)CN=C(NS(=O)(=O)c1ccccc1)c1ccccc1	-1	1	3	2	-4	5	-1	-1	2
45	O=C(NCC1CCCO1)c1ccc[nH]1 (configuration not stated)	-1	2	3	-10	0	-1	0	5	5
46	COc1ccc(-c2nc(C)c(C(C)=O)n2O)cc1OC	1	5	5	1	2	1	13	9	3
47	COc1ccc(C(=O)Nc2cccc(NC(=O)c3cccs3)c2)cc1OC	-5	-12	-7	-47	1	-6	1	7	-13
48	CCOCc1nnc(NC(=O)c2cccs2)s1	-6	1	5	-2	1	5	8	7	4
49	Cc1ccc(OCCC(=O)OCC(=O)Nc2ccc3c(c2)OCCO3)cc1	6	-1	23	0	-1	0	1	3	4
50	O=C(N/N=C/c1ccc2nccnc2c1)c1ccncc1	2	3	3	5	3	12	16	-1	-1
51	COc1cc(/C=C2/C(=N)N3N=C(C(C)C)SC3=NC2=O)ccc1OS(=O)(=O)c1ccccc1	-4	0	6	-1	-1	-4	14	-2	-7
52	O=C(NC1CCCC1)c1cnn2c(C(F)(F)F)cc(-c3ccc4c(c3)OCO4)nc12	3	-7	-4	6	4	4	17	-3	15
53	O=S(=O)(Oc1ccccc1C(=S)N1CCOCC1)c1ccc(Cl)cc1	-3	-1	5	0	13	0	-1	-1	0
54	Cc1cc(C(=O)COc2cc(F)ccc2[N+](=O)[O-])c(C)n1CC1CCCO1 (configuration not stated)	-4	.	3	.	0	.	4	-3	.
55	Cn1c(CNS(=O)(=O)c2cccc(Cl)c2)cc(=O)n(C)c1=O	2	-1	4	0	1	-5	-5	18	4
56	CCNc1nc(NCC)nc(Oc2ccc(N)cc2)n1	-2	-3	5	1	3	1	3	0	-4
57	O=C(OCC(=O)N1CCCCCC1)c1cccnc1Cl	4	.	0	.	3	.	4	4	.
58	Cc1nc([N+](=O)[O-])c(N2CCN(C)CC2)n1Cc1ccccc1	4	1	3	3	5	0	4	1	-2
59	Cc1cc(-c2ccccc2)nc(N(C)NC(=O)c2c(F)cccc2F)c1S(C)(=O)=O	-4	8	9	2	-1	4	-3	6	7
60	CC(C)CN(C(=O)CSc1nnc(-c2cccs2)n1N)c1c(N)n(Cc2ccccc2)c(=O)[nH]c1=O	-1	1	0	3	-4	-1	-2	10	1

(list continues)
nr	molecule	PAD4 inh	LYPLA1 counter	pPAFAH FP inh	PME-1 primary	PAFAH1B2 inh	GSTO1 counter	PREPL inhibitor	PAFAH1B3 inh	LYPLA2 counter
61	O=S(=O)(c1ccc(Br)cc1)N1CCCC1	1	0	6	0	17	3	4	6	-4
62	COc1cc(NC(=O)CN2C(=O)C(C)N(c3ccc(C)cc3)C2=O)cc(OC)c1 (configuration not stated)	-1	-6	3	-3	0	2	13	4	-1
63	CCOC(=O)N1CCC(NC(=O)c2oc3c(F)cccc3c2C)CC1	-1	-2	7	-4	6	-3	-2	3	6
64	c1ccc(C2=Nn3c(nnc3-c3ccncc3)SC2)cc1	1	2	3	0	5	4	-4	4	3
65	CCCCn1nc(C(=O)N(C)CC(=O)Nc2ccc(F)c(F)c2F)ccc1=O	-1	.	6	.	3	.	3	-1	.
66	O=C(CNC(=O)OCc1ccccc1)NC1CCCCCC1	-1	-5	3	0	5	-4	-1	12	-5
67	C=CCNC(=O)CN1CCC(O)(c2ccccc2)CC1	-2	4	4	3	6	9	23	-1	8
68	N#CC1(NC(=O)COC(=O)c2nccnc2N)CCCCC1	-1	-2	4	-8	-1	2	2	2	4
69	O=C(c1ccco1)N1CCN(C(=O)c2ccc(CS(=O)c3cccc(Cl)c3)o2)CC1 (configuration not stated)	-1	2	6	-2	1	2	0	12	-1
70	COc1ccc(CNC(=O)C(C)c2ccc([N+](=O)[O-])cc2)cc1 (configuration not stated)	-6	-3	6	-2	0	32	20	4	-5
71	Cc1ccc(NCCC(=O)c2cccc([N+](=O)[O-])c2)cc1	1	1	3	-1	2	1	22	-1	3
72	CCn1cc(C(=O)NCc2cccs2)c(=O)c2cc(S(=O)(=O)N3CCOCC3)ccc21	4	1	9	1	.	-1	-5	.	6
73	O=C(CN1C(=O)C(c2ccc(F)cc2)=NC12CCCC2)Nc1ccc(F)cc1	-2	-2	2	2	2	3	-3	-1	1
74	O=C(NCCCn1ccnc1)c1cc2nc(-c3ccc(Br)cc3)cc(C(F)(F)F)n2n1	0	-3	10	1	1	-6	-15	3	19
75	COC(=O)/C=c1/s/c(=C(\C#N)C(=O)NCc2ccco2)n(-c2ccccc2)c1=O	-50	-12	-1	-13	-3	-6	-12	5	-13
76	C=CCNC(=O)COC(=O)COc1ccc(Cl)cc1C	3	0	5	-2	2	-4	2	-1	-1
77	Cc1cccc(CNC(=O)CCn2ccc3cc(S(=O)(=O)N4CCCC4)ccc32)c1	1	-5	3	9	2	14	4	-1	0
78	CC(C)c1nc(N2CCOCC2)c(C#N)c2c1CCCC2	-1	3	6	3	2	-2	9	8	-1

High-throughput results deposited in PubChem BioAssay by The Scripps Research Institute Molecular Screening Center.
